PKA-R2B act – activators of PKA-R2B holoenzyme, primary screen, biochemical, fluorescence polarization, Cy5-IP20, human | activation, % at 11.4 µM | PKA-R2B holoenzyme dissociation; R2B truncated from residue 108, S112A mutant; 0% DMSO only, 100% 113 µM cGMP | 340,000 compounds, 0.079% hits;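 active = activation above a cutoff set at the mean over all compounds plus 3 SD, cut at about 18% in these data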;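 also: higher means more holoenzyme dissociation and a rise in polarization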
Target sequence (P31323 whole entry, looked up, other chains not shown, the tested form may be a part): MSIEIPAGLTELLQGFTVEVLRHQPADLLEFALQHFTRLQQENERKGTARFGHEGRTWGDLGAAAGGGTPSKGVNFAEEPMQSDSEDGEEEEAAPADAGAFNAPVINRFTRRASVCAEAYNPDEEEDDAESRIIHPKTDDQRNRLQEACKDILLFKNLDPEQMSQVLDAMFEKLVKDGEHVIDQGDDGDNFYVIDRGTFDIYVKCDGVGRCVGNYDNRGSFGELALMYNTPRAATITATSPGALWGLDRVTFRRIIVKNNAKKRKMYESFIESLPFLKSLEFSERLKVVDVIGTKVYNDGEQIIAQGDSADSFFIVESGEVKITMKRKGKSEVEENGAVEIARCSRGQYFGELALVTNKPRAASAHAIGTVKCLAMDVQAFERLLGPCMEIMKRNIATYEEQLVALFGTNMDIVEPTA
PKA-R1A act – activators of PKA-R1A holoenzyme, primary screen, biochemical, fluorescence polarization, Cy5-IP20, bovine R1A, mouse PKAc | activation, % at 11.4 µM | PKA-R1A dissociation; scaled: DMSO 0%, 113 µM cGMP 100% | 340,000 compounds, 0.083% hits | cAMP-dependent protein kinase type I-alpha regulatory subunit (Bos taurus) + …;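 active = percent activation above the mean of all tested compounds plus 3 SD, cut at about 19% in these data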;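 also: higher means more PKAc released from R1A so a rise in polarization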
phage Ecoli inh – growth loss of phage-infected E. coli, primary screen, RecBCD inhibitor project, absorbance, with phage, HTS | inhibition, % at 11.9 µM | 360,000 compounds, 0.26% hits; in the data active = inhibition above about 11%
HTR5A ag ctr – HTR5A agonists in luminescence cell assay, primary screen, counter-screen for OPRM1-OPRD1 heterodimer agonist project, full-deck HTS | 5-hydroxytryptamine receptor 5A (Homo sapiens), P47898 | cell-based | activation, % at 9.3 µM | 340,000 compounds, 0.61% hits | AID 504692, 2011; in the data active = activation mostly above about 9.5%, no sharp cut-off; inactive = mostly below about 7.6%;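 also: 0% = cells with vehicle only and 100% = reference agonist; strong numbers were not always called active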
Tat export inh – E. coli Tat export inhibitors, primary screen, MC4100, TorA-mCherry reporter, fluorescence, single point | inhibition, % at 10 µM | 340,000 compounds, 0.036% hits | AID 488895, 2010;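 active = mean replicate inhibition at least 50% and at least half of replicates individually reaching 50%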;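 also: exported cargo escapes ClpAP degradation while cytoplasmic cargo is degraded and loses fluorescence; 0% = median of neutral control wells and 100% = median of NaSCN control wells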
AddAB inh – growth inhibition of E. coli expressing H. pylori AddAB, primary screen, AddAB inhibitor project, absorbance; inhibition, % at 11.9 µM; 330,000 compounds, 0.29% hits; AID 435030, 2010; in the data active = inhibition above about 12%;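 also: 0% = vehicle wells of infected cells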
DAGLB inh – DAGLB lipase inhibitors, primary screen, biochemical, fluorescence, HTS; Diacylglycerol lipase-beta (Homo sapiens), Q8NCG7; inhibition, % at 5.17 µM; AID 504411, 2011; 340,000 compounds, 0.059% hits; HEK293T DAGLB membrane lysate, EnzChek fluorogenic substrate; in the data active = inhibition above about 34%;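 also: 0% = enzyme with vehicle and 100% = wells lacking enzyme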
Target sequence (Q8NCG7 whole entry, looked up): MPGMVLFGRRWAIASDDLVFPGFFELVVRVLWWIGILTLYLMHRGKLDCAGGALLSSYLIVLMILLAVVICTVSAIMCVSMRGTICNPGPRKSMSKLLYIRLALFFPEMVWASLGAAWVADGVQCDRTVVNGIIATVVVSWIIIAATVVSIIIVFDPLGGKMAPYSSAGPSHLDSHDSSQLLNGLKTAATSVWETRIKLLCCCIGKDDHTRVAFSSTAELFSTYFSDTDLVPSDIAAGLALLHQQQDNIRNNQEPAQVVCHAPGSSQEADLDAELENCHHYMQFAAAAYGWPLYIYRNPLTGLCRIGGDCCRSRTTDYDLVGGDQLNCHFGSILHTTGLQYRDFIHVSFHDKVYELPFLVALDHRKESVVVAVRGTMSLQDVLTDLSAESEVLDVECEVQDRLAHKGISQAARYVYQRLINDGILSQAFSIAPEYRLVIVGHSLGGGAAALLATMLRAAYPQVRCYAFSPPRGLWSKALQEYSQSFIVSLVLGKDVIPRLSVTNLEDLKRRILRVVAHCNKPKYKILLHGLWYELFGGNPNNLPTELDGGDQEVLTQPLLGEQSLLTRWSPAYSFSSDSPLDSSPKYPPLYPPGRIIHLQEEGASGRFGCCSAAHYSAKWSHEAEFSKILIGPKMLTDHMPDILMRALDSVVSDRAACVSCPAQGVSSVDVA
HTR5A inv ag – HTR5A inverse agonists in luminescence cell assay, primary screen, counter-screen for OPRM1-OPRD1 heterodimer inverse agonist project, full-deck HTS | AID 504634, 2011 | 340,000 compounds, 0.083% hits | HTR5A cell line, inverse agonism | 5-hydroxytryptamine receptor 5A (Homo sapiens), P47898 | inhibition, % at 9.3 µM; in the data active = inhibition mostly above about 23%, no sharp cut-off; inactive = mostly below about 18%;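 also: 0% = cells with DMSO and 100% = no-cell wells with DMSO; some compounds called inactive have numbers as strong as hits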
Ecoli viability – E. coli V3065 growth inhibition, primary screen, counter-screen for AddAB inhibitor project, absorbance, OD600 | 330,000 compounds, 0.27% hits | 18 h | inhibition, % at 11.9 µM;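 active = inhibition above the campaign's mean inhibition across all tested compounds plus 3 SD, cut at about 9.9% in these data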;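 also: uninfected addAB+ strain grown without phage in ampicillin broth; 0% = DMSO wells and 100% = ciprofloxacin 0.95 µg/ml wells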
CDK5 inh – inhibitors of human CDK5/p35 kinase, primary screen, biochemical, single concentration. Recombinant CDK5/p35, ADP-Glo luminescence, 60 min. 330,000 compounds, 0.01% hits. inhibition, % at 10 µM. AID 488839, 2010;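 active = highest replicate inhibition of at least 50% and at least 75% of replicates reaching 50%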;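 also: plate controls were DMSO neutral control for no effect and GW8510 at 10 µM for full effect; many of its hits are not listed in these tables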
SUMO Mot1 rescue – yeast Mot1-301 growth rescue at high temperature, primary screen, SUMOylation pathway inhibitor project, S. cerevisiae, ATP luminescence, 38.5C; growth rescue, % at 18.8 µM; 320,000 compounds, 1% hits; S. cerevisiae Mot1-301 growth rescue; percent above DMSO median, 100 means doubled; AID 2716, 2010;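 active = every valid replicate shows activation above 250% relative to neutral control wells; inactive = the rest, any valid replicate at or below 250%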;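 also: OY570 slx delta 5 strain wells were the positive control but not used for scaling; some compounds called inactive have numbers as strong as hits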
Active calls of the source: *.

`CC1CCCCC1NC(=O)CN1C(=O)NC(C)(c2ccc(OC(F)F)cc2)C1=O` (stereo not drawn) gave PKA-R2B act -12, PKA-R1A act -6, phage Ecoli inh 2.4, HTR5A ag ctr 2, Tat export inh 5, AddAB inh 0.1, DAGLB inh -1, HTR5A inv ag -4, Ecoli viability -2.2, CDK5 inh -1.9 and SUMO Mot1 rescue -2.
For N#Cc1c(NC(=O)CCCN2C(=O)c3ccccc3C2=O)oc(-c2ccccc2)c1-c1ccccc1 the results were PKA-R2B act -11, PKA-R1A act -6, phage Ecoli inh 2.5, HTR5A ag ctr -2, Tat export inh -10, AddAB inh -0.9, DAGLB inh -5, HTR5A inv ag 9, Ecoli viability 0.3, CDK5 inh 0.3 and SUMO Mot1 rescue -7.
Screening Cc1ccccc1NC(=O)CSc1ccc(-c2cccnc2)nn1 returned PKA-R2B act -1, PKA-R1A act -10, phage Ecoli inh 0.9, HTR5A ag ctr 1, Tat export inh -5, AddAB inh 1.1, DAGLB inh 0, HTR5A inv ag -8, Ecoli viability 0.7, CDK5 inh -1.0 and SUMO Mot1 rescue -9.
Screening O=C(Cc1ccccc1)Nc1nc2ccccc2[nH]1 returned PKA-R2B act 8, PKA-R1A act -7, phage Ecoli inh 1.2, HTR5A ag ctr 7, Tat export inh 0, AddAB inh 0.3, DAGLB inh 1, HTR5A inv ag -18, Ecoli viability -0.7, CDK5 inh 1.0 and SUMO Mot1 rescue -16.
For O=C(/C=C/c1ccccc1)Nc1ccc(Br)cn1 the results were PKA-R2B act -2, PKA-R1A act -3, phage Ecoli inh 2.3, HTR5A ag ctr 11, Tat export inh -3, AddAB inh 2.1, DAGLB inh -3, HTR5A inv ag -20, Ecoli viability 1.0, CDK5 inh -0.8 and SUMO Mot1 rescue -8.
O=C(N/N=C/c1ccc(OC(F)F)cc1)c1ccc(CSc2nc3ccccc3[nH]2)cc1 was read as PKA-R2B act 4, PKA-R1A act -4, phage Ecoli inh 3.2, HTR5A ag ctr -2, Tat export inh 2, AddAB inh 1.3, DAGLB inh 1, HTR5A inv ag -18, Ecoli viability -1.0, CDK5 inh 2.0 and SUMO Mot1 rescue 8.
For COc1cccc(/C=N/n2c(N)c(S(=O)(=O)c3cccs3)c3nc4ccccc4nc32)c1 the results were PKA-R2B act -1, PKA-R1A act -2, phage Ecoli inh 1.2, HTR5A ag ctr -4, Tat export inh -2, AddAB inh 2.5, DAGLB inh -4, HTR5A inv ag 12, Ecoli viability 1.7, CDK5 inh 2.4 and SUMO Mot1 rescue 0.
Screening O=C(COC(=O)c1ccccc1-c1ccccc1[N+](=O)[O-])c1ccccc1 returned PKA-R2B act 13, PKA-R1A act -5, phage Ecoli inh 1.6, HTR5A ag ctr 1, Tat export inh -6, AddAB inh -0.8, DAGLB inh -5, HTR5A inv ag -3, Ecoli viability -0.2, CDK5 inh 2.2 and SUMO Mot1 rescue 4.
COc1cc2[nH]c(=S)nc(NCCc3ccc(S(N)(=O)=O)cc3)c2cc1OC was read as PKA-R2B act 4, PKA-R1A act 2, phage Ecoli inh 3.1, HTR5A ag ctr 0, Tat export inh 5, AddAB inh 0.9, DAGLB inh 0, HTR5A inv ag -8, Ecoli viability -1.3, CDK5 inh 0.0 and SUMO Mot1 rescue -17.
`COCCCN=CC1=C(O)CC(C)(C)CC1=O` gave PKA-R2B act -1, PKA-R1A act 4, phage Ecoli inh 2.1, HTR5A ag ctr -3, Tat export inh -6, AddAB inh -0.8, DAGLB inh 1, HTR5A inv ag 11, Ecoli viability -1.1, CDK5 inh 0.9 and SUMO Mot1 rescue 56.
`COC(=O)C1N[C@@H]([C@@H](NC(=O)COc2ccccc2)C(=O)NC2CC2)SC1(C)C` (stereo partly drawn) gave PKA-R2B act -6, PKA-R1A act -8, phage Ecoli inh 2.5, HTR5A ag ctr 4, Tat export inh -11, AddAB inh 2.5, DAGLB inh -1, HTR5A inv ag -34, Ecoli viability -0.5, CDK5 inh 1.8 and SUMO Mot1 rescue 0.
`Cc1ccc(S(=O)(=O)NC(CC(N)=O)C(=O)O)cc1` (stereo not drawn) gave PKA-R2B act -1, PKA-R1A act -5, phage Ecoli inh 2.1, HTR5A ag ctr 0, Tat export inh -2, AddAB inh 3.6, DAGLB inh -1, HTR5A inv ag 1, Ecoli viability 0.4, CDK5 inh 0.0 and SUMO Mot1 rescue 0.
CCCOc1ccc(C(=O)C(CN2CCOCC2)c2ccccc2)cc1 (stereo not drawn) was read as PKA-R2B act 2, PKA-R1A act 4, phage Ecoli inh 2.7, HTR5A ag ctr 0, Tat export inh 2, AddAB inh -0.3, DAGLB inh 4, HTR5A inv ag -1, Ecoli viability -0.1, CDK5 inh -1.7 and SUMO Mot1 rescue 0.
CC(Cl)C(=O)N1c2ccccc2CCc2ccccc21 (stereo not drawn) was read as PKA-R2B act 2, PKA-R1A act -4, phage Ecoli inh 2.5, HTR5A ag ctr 3, Tat export inh 20, AddAB inh 3.2, DAGLB inh 0, HTR5A inv ag -12, Ecoli viability -1.9, CDK5 inh -0.7 and SUMO Mot1 rescue -25.
For Cc1nn(-c2ccc(Cl)cc2Cl)c(C)c1C(=O)O the results were PKA-R2B act 1, PKA-R1A act -3, phage Ecoli inh 6.0, HTR5A ag ctr 1, Tat export inh -1, AddAB inh 0.0, DAGLB inh -1, HTR5A inv ag -3, Ecoli viability -1.6, CDK5 inh 1.6 and SUMO Mot1 rescue 3.

Reprinted from the part before: two entries; new compounds follow.
CC(Cl)C(=O)N1c2ccccc2CCc2ccccc21 (stereo not drawn) was read as PKA-R2B act 2, PKA-R1A act -4, phage Ecoli inh 2.5, HTR5A ag ctr 3, Tat export inh 20, AddAB inh 3.2, DAGLB inh 0, HTR5A inv ag -12, Ecoli viability -1.9, CDK5 inh -0.7 and SUMO Mot1 rescue -25.
For Cc1nn(-c2ccc(Cl)cc2Cl)c(C)c1C(=O)O the results were PKA-R2B act 1, PKA-R1A act -3, phage Ecoli inh 6.0, HTR5A ag ctr 1, Tat export inh -1, AddAB inh 0.0, DAGLB inh -1, HTR5A inv ag -3, Ecoli viability -1.6, CDK5 inh 1.6 and SUMO Mot1 rescue 3.
For CCOC(=O)c1c(NC(=O)CN2C(=O)CN(C)C2=O)sc(C)c1C the results were PKA-R2B act -4, PKA-R1A act 4, phage Ecoli inh 2.4, HTR5A ag ctr 1, Tat export inh -2, AddAB inh 3.3, DAGLB inh -1, HTR5A inv ag -2, Ecoli viability -0.5, CDK5 inh 1.1 and SUMO Mot1 rescue 11.
`CS(=O)(=O)Nc1ccc(N2CCN(c3ccc(C(F)(F)F)cn3)CC2)nc1` gave PKA-R2B act 0, PKA-R1A act -6, phage Ecoli inh 1.4, HTR5A ag ctr 4, Tat export inh -3, AddAB inh 1.4, DAGLB inh 1, HTR5A inv ag -23, Ecoli viability 0.9, CDK5 inh -0.1 and SUMO Mot1 rescue 18.
Screening COCc1cc(C)nc(SCC(=O)Nc2nc(C)cs2)c1C#N returned PKA-R2B act 6, PKA-R1A act 9, phage Ecoli inh 1.4, HTR5A ag ctr 2, Tat export inh 4, AddAB inh 11, DAGLB inh -3, HTR5A inv ag -7, Ecoli viability 6.0, CDK5 inh -0.7 and SUMO Mot1 rescue -7.
`CC(C)(C)OC(=O)N[C@@H](Cc1ccccc1)C(=O)N[C@@H](CO)[C@H](O)[C@@H]1C[C@@H]1C(=O)N1CCCC1` gave PKA-R2B act 10, PKA-R1A act -11, phage Ecoli inh 1.3, HTR5A ag ctr 1, Tat export inh -3, AddAB inh -0.8, DAGLB inh -1, HTR5A inv ag -27, Ecoli viability -3.0, CDK5 inh -1.4 and SUMO Mot1 rescue -3.
`O=C(COC(=O)Cn1cnc2ccccc2c1=O)NCc1ccccc1` gave PKA-R2B act -10, PKA-R1A act -8, phage Ecoli inh 3.0, HTR5A ag ctr -7, Tat export inh 1, DAGLB inh 1, HTR5A inv ag 17 and CDK5 inh 1.0.
CCOC(=O)c1c(CC(C)C)csc1NC(C)=O was read as PKA-R2B act -6, PKA-R1A act -9, phage Ecoli inh 1.1, HTR5A ag ctr 3, Tat export inh -13, AddAB inh 0.5, DAGLB inh -6, HTR5A inv ag 11, Ecoli viability -0.2, CDK5 inh -1.6 and SUMO Mot1 rescue -8.
For CCC(=O)Nc1sc(C(=O)Nc2ccccc2F)c(C)c1C(=O)OC the results were PKA-R2B act -2, PKA-R1A act -7, phage Ecoli inh 3.4, HTR5A ag ctr 6, Tat export inh 8, AddAB inh 0.7, DAGLB inh 1, HTR5A inv ag -10, Ecoli viability -1.9, CDK5 inh 0.2 and SUMO Mot1 rescue 15.
Screening CCOc1cc(/C=N/NC(=O)c2nnn(-c3nonc3N)c2C)ccc1OCc1cccc(F)c1 returned PKA-R2B act -3, PKA-R1A act -1, phage Ecoli inh 1.4, HTR5A ag ctr 3, Tat export inh 1, AddAB inh 3.4, DAGLB inh 1, HTR5A inv ag -10, Ecoli viability -0.3, CDK5 inh -1.2 and SUMO Mot1 rescue 2.
`C=CCn1c(SCc2ccc(Cl)cc2)nc2cc(C(=O)N3CCC(C(N)=O)CC3)ccc2c1=O` gave PKA-R2B act -3, PKA-R1A act 0, phage Ecoli inh 4.7, HTR5A ag ctr -1, Tat export inh -9, AddAB inh 1.0, DAGLB inh -5, HTR5A inv ag 0, Ecoli viability 1.0, CDK5 inh -0.5 and SUMO Mot1 rescue -2.
`CCOc1ccccc1NC(=O)C1C2C=CC(O2)C1C(=O)O` (stereo not drawn) gave PKA-R2B act 1, PKA-R1A act -9, phage Ecoli inh 1.4, HTR5A ag ctr 5, Tat export inh -3, AddAB inh -0.2, DAGLB inh -2, HTR5A inv ag -6, Ecoli viability -2.9, CDK5 inh 1.3 and SUMO Mot1 rescue 207.
`O=C(CCC(=O)c1cccs1)NCc1cccc(Cl)c1` gave PKA-R2B act 12, PKA-R1A act -11, phage Ecoli inh 3.0, HTR5A ag ctr -2, Tat export inh -1, AddAB inh 1.9, DAGLB inh 0, HTR5A inv ag 5, Ecoli viability 1.9, CDK5 inh 2.5 and SUMO Mot1 rescue 32.
`O=C(O)C1Cc2ccccc2CN1C(=O)COc1ccc(Cl)cc1` (stereo not drawn) gave PKA-R2B act -7, PKA-R1A act 2, phage Ecoli inh 3.2, HTR5A ag ctr 1, Tat export inh -1, AddAB inh 1.4, DAGLB inh 0, HTR5A inv ag 8, Ecoli viability -1.7, CDK5 inh -4.0 and SUMO Mot1 rescue 11.
CCCCCc1cc(=O)oc2c(C(CCN3CCCC(C)C3)c3ccc(OC)cc3)c(OC)cc(OC)c12 (stereo not drawn) was read as PKA-R2B act 4, PKA-R1A act 8, phage Ecoli inh 4.2, HTR5A ag ctr -2, Tat export inh 12, AddAB inh 2.1, DAGLB inh 0, HTR5A inv ag 7, Ecoli viability -3.3, CDK5 inh 1.6 and SUMO Mot1 rescue 144.
